Peg3 imprint = induces erasure of genomic imprints in mouse ES cells; mouse ES Peg3-LacZ reporter, beta-gal luminescence, 40 h; Potency, µM (highest dose often 60.7 µM), inactives show top-dose activity change, positive = activation, hits mostly activators; 0.02% of 110,000 active;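 note: 0% = negative control wells on the plate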
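Readout: BetaGlo luminescence (5 min, room temp) for LacZ from the normally silent maternal Peg3 allele in female Peg3LacZ-Neo ES cells. Cells 300/well, 40 h, 37C, 5% CO2. Data normalized per plate to negative controls.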
p53ts 32C tox = cytotoxicity in p53ts cells at permissive temperature; Potency, µM (highest dose often 46.1 µM), without a hit: at the highest dose activity change, negative = cytotoxicity, hits mostly cytotoxic; AID 924; H1299-p53A138V at 32C, ATP luminescence viability, 24 h; 0.93% of 130,000 active;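 note: 0% = DMSO and -100% = full killing by reference compound; nearly all actives have a fitted effect of over 55% in size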
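ATP-content luminescence (ATPlite) read-out after 24 h compound exposure at 32C in H1299-p53A138V cells (600/well). Tested up to 46 uM. Normalized to DMSO (0%) and 100 uM tamoxifen (100% killing); Hill-fit AC50.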
p53ts 39C kill = kills p53ts cells at the nonpermissive temperature; H1299-p53A138V viability at 39C, ATP luminescence, 24 h; Potency, µM (highest dose often 46.1 µM), for inactives: at the highest dose activity change, negative = cell killing, most hits filed as cytotoxic; 1.5% of 130,000 active; note: nearly all actives have a fitted effect of over 55% in size
IkB sig inh = suppresses IkB signaling in ABC-DLBCL reporter cells; ABC-DLBCL IkBa-CBG/CBR dual luciferase ratio, 4 h; response scale: scaled: untreated 0%, proteasome inhibitor 100%; Potency, µM (top dose mostly 57.1 µM), for the others: at the highest dose IkBa stabilization activation; 0.04% of 110,000 active; active = well fitted curve in the direction sought with a large enough effect in the signal ratio, not every such curve was filed as active; inconclusive = small, poorly fitted or top-dose-only effect, or a change in a side signal; the % refers to the signal ratio;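 note: the direction sought is a rising ratio; 0% = basal untreated cells and 100% = reference inhibitor full response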
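Curves were fitted separately to fusion (green), unfused (red) and ratio luminescence, then classed by r2, magnitude and activity. Cells: OCI-Ly3, 4 h compound plus doxycycline at 37C; 10 uM MG-132 defined full response.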
* = called active by the depositor; ? = inconclusive; / = not tested or not shown; & = joins results of further samples; [ ] = another dose, or the depositor's remark. Unless noted, calls come from the whole dose curve; as a rule, active = well fitted curve in the direction sought with a large enough effect; inconclusive = small, poorly fitted or top-dose-only effect, or another doubt; inactive = no such curve, though single readings can be large; an effect the other way counts as inactive or inconclusive. Unless noted, % is set by controls: 0 for no effect and ±100 for the full control effect; potency is the fitted concentration of half-maximal effect. Compounds were not picked by outcome. Share with any hit: about 1.8%.

SMILES | Peg3 imprint | p53ts 32C tox | p53ts 39C kill | IkB sig inh
CCOC(=O)N1CCN(S(=O)(=O)c2c(C)[nH]c(=O)[nH]c2=O)CC1 | 0% | 4% | 14% | 0.8%
Cc1ccc(S(=O)(=O)N2CCCN(S(=O)(=O)c3ccc(C)cc3)CC2)cc1 | -23% | -8% | 4% | -2.4%
COC(=O)c1ccc(C2c3c(oc4ccc(C)cc4c3=O)C(=O)N2Cc2ccc3c(c2)OCO3)cc1 (stereo not drawn) | -6%[10.9 µM] | 1% | 7% | -0.8%
CCn1c(=O)cc(OCC(=O)Nc2ccccc2C#N)c2ccccc21 | -9% | -1% | -5% | 2.2%
CCOC(=O)N1CCC(Nc2c(-c3ccc(C)cc3)c(=O)c2=O)CC1 | 11% | -4% | -1% | -1.9%
O=C(NCc1ccco1)c1ccc(COCC(F)(F)F)cc1 | -7% | -3% | 1% | -2.1%
CCC(=O)N1c2ccccc2CC1C(=O)NCCc1ccccc1OC (stereo not drawn) | -6%[10.9 µM] | -1% | -16% | -0.3%
CCOC(=O)N1CCC(NC(=O)C2CCCN2C(=O)OCc2ccccc2)CC1 (stereo not drawn) | -9% | -1% | 8% | 0.4%
CC1=C(C(=O)OCC2CCCO2)C(c2ccncc2)C2=C(CCCC2=O)N1 (stereo not drawn) | -4% | -1% | 11% | 2.3%
O=C(CSc1nc2ccccc2[nH]1)N1CCN(c2ccccc2)CC1 | -7% | 24% | 3% | 9.0%
CCCCNc1c(C(=O)OCC)c(=O)[nH]c2ccccc12 | -6% | 0% | 2% | 0.1%
O=c1c(N2CCc3ccccc3C2)csc2ccc(Br)cc12 | -16%[10.9 µM] | 11% | -10% | ?
CCOc1cc2[nH]c(=O)n(CC3CCC(C(=O)NC(C)CC)CC3)c(=O)c2cc1OCC (stereo not drawn) | 2% | 19% | -5% | 0.0%
COc1ccccc1CNS(=O)(=O)c1c(C)nc2sccn2c1=O | -11%[10.9 µM] | -2% | -7% | 2.9%
COc1cccc(C(=O)CSc2nnc(-c3ccco3)n2CC2CCCO2)c1 (stereo not drawn) | -7% | 4% | 6% | 0.1%
Cc1ccc(C(=O)c2sc(Nc3ccccc3F)c(S(=O)(=O)c3ccccc3)c2N)c(C)c1 | -12%[10.9 µM] | 12% | -9% | -0.7%
COc1ccc2oc(=O)c(C(=O)NCC3CCCO3)cc2c1 (stereo not drawn) | -43%[inhibitor] | -4% | -29% | -0.2%
Cc1cc(C)c(S(=O)(=O)Nc2ccc3oc(C)c(C(=O)OC(C)C)c3c2)cc1C | -13%[10.9 µM] | 34%[activator] | -21% | ?
CCOC(=O)c1ccc(NC(=O)c2cnn(-c3ccc(C)cc3C)c2C2CCN(C(=O)OC(C)(C)C)CC2)cc1 | -2%[10.9 µM] | 10% | 5% | -3.3%
COc1ccc(OC)c(NC(=O)CCN2CCC(C)CC2)c1 | -7% | -6% | 7% | 1.1%

3 compounds picked at random from those above, as already listed:
SMILES | Peg3 imprint | p53ts 32C tox | p53ts 39C kill | IkB sig inh
COc1ccc2oc(=O)c(C(=O)NCC3CCCO3)cc2c1 (stereo not drawn) | -43%[inhibitor] | -4% | -29% | -0.2%
Cc1ccc(C(=O)c2sc(Nc3ccccc3F)c(S(=O)(=O)c3ccccc3)c2N)c(C)c1 | -12%[10.9 µM] | 12% | -9% | -0.7%
COc1ccc(OC)c(NC(=O)CCN2CCC(C)CC2)c1 | -7% | -6% | 7% | 1.1%

Full records, quoted from the list. Order of screens: Peg3 imprint	p53ts 32C tox	p53ts 39C kill	IkB sig inh
`Cc1ccc(C(=O)c2sc(Nc3ccccc3F)c(S(=O)(=O)c3ccccc3)c2N)c(C)c1` across the screens: -12%[10.9 µM]	12%	-9%	-0.7%
`CCCCNc1c(C(=O)OCC)c(=O)[nH]c2ccccc12` across the screens: -6%	0%	2%	0.1%

The list goes on.
SMILES | Peg3 imprint | p53ts 32C tox | p53ts 39C kill | IkB sig inh
COc1cccc(NC(=O)CSc2nnc(-c3cccs3)o2)c1 | -17%[10.9 µM] | -24% | -26% | ?
COc1ccc(-c2nnn(CC(=O)c3ccccc3)n2)cc1OC | -6% | 18% | -12% | -1.6%
CSc1ccccc1C(=O)Nc1cccc(C(C)O)c1 (stereo not drawn) | -18% | 1% | -2% | 1.8%
CC(=O)/C=C(/C)NC(Cc1c[nH]c2ccccc12)C(=O)O (stereo not drawn) | 0% | 7%&-6% | 22%&8% | 1.8%
COc1ccc(CN(C(=O)Nc2cccc(Cl)c2)c2ccccn2)cc1OC | -11%[10.9 µM] | -1% | -11% | -2.7%
Cn1c(=O)cc(SCC(=O)NCc2ccc(F)cc2)c2cc(Cl)ccc21 | 6%[10.9 µM] | -1% | -8% | -0.6%
CCOc1ccc(C(=O)c2cn(CC(=O)Nc3ccc(C)c(C)c3)c3ccc(OCC)cc3c2=O)cc1 | -14%[10.9 µM] | 4% | -19% | 2.1%
CCCCC(CC)CNC(=O)c1ccc2c(c1)OCO2 (stereo not drawn) | -13% | 0% | 6% | ?
COC(=O)[C@@]1(Cc2ccc(F)cc2)[C@H]2c3cc(C(=O)N(C)C)n(Cc4ccc(C)c(F)c4F)c3C[C@H]2CN1C(=O)c1ccccc1 | -25% | 45%[activator] | 26% | /
Cn1nc(C(=O)NCc2ccccn2)c2ccccc2c1=O | -5% | 1% | 6% | -0.3%
COc1ccccc1N(CN1CCCC1=O)C(=O)c1c(F)cccc1F | -12% | 0% | 12% | -1.6%
COc1ccc(OC)c(N2C(=O)CC(Cc3ccc(Cl)cc3)C2=O)c1 (stereo not drawn) | / | -8% | 0% | /
CS(=O)(=O)N(CC(=O)NCCSc1ccc(Cl)cc1)c1ccc2c(c1)OCO2 | -12% | -10% | 3% | 1.2%
Nc1nc(SCC(=O)C23CC4CC(CC(C4)C2)C3)n[nH]1 | -4% | 4% | 1% | 0.2%
Cc1nc(SCC(=O)Nc2ccc(C)c(Cl)c2)cc(-c2ccccc2)n1 | 3%[10.9 µM] | ? | -23% | 0.0%
O=c1c(-c2ccc(F)c(F)c2)nc2cncnc2n1Cc1ccccc1 | / | -19% | -7% | 2.9%[11.4 µM]
COc1cccc(-c2cn3c(n2)sc2cc(C(=O)NCc4ccccc4F)ccc23)c1 | -18%[10.9 µM] | -20% | -17% | 0.7%
O=C(CN1CCCC1=O)NC1(C(F)(F)F)NC(=O)N(Cc2ccccc2)C1=O (stereo not drawn) | -5% | 6% | 1% | 0.4%
Cc1ccc(-n2nnnc2SCC(=O)N2CCc3ccccc3C2)c(C)c1 | -13% | 2% | -7% | ?
COc1ccc(OC)c(CNC(=O)NCc2noc3ccc(C)cc23)c1 | -8%[10.9 µM] | -9% | 15% | ?
CCCCn1c(CCNC(=O)c2ccc(F)cc2)nc2ccccc21 | -2%[10.9 µM] | -1% | 1% | -0.1%
CCn1c2ccccc2c2cc(NC(=O)c3ccco3)ccc21 | -10% | 10% | -5% | 7.8%
CCc1ccc2c(c1)c(=O)c(S(=O)(=O)c1ccccc1)cn2CC(=O)Nc1cc(C)ccc1C | -11%[10.9 µM] | -9% | -23% | 0.7%
O=C(Cc1ccccc1)Nc1ccc(NC(=O)C2CC2)nc1 | -9% | 1% | 3% | -0.7%
Cc1nn(C)c(C)c1S(=O)(=O)N(CC(=O)NCCN1CCOCC1)c1ccc(C(C)C)cc1 | -15% | 5% | 9% | -0.1%
O=C(CCCCn1c(=O)c2ccccc2n(CC(=O)Nc2ccc(F)cc2)c1=O)NCc1ccco1 | -7% | -1% | 1% | ?
O=C(Nc1ccc2c(c1)OCO2)C1Cc2ccccc2CN1S(=O)(=O)c1cccs1 (stereo not drawn) | -7% | 2% | -2% | ?
CCOC(=O)c1cc(C)n(CC2CCC(C(=O)Nc3ccc(OC)cc3)CC2)c1C (stereo not drawn) | -4%[10.9 µM] | 21% | -10% | ?
O=C(Cn1cnc2ccccc21)Nc1cc(C(F)(F)F)ccc1N1CCOCC1 | -3% | 9% | -10% | -1.8%
Cc1cc(C(F)F)nn1CC(=O)NCc1ccccc1F | / | -1% | 5% | /

Part of the list above, as a markdown table:
| smiles | Peg3 imprint | p53ts 32C tox | p53ts 39C kill | IkB sig inh |
| --- | --- | --- | --- | --- |
| O=C(CCCCn1c(=O)c2ccccc2n(CC(=O)Nc2ccc(F)cc2)c1=O)NCc1ccco1 | -7% | -1% | 1% | ? |
| Cc1cc(C(F)F)nn1CC(=O)NCc1ccccc1F | / | -1% | 5% | / |
| CCOC(=O)c1cc(C)n(CC2CCC(C(=O)Nc3ccc(OC)cc3)CC2)c1C (stereo not drawn) | -4%[10.9 µM] | 21% | -10% | ? |
| CCn1c2ccccc2c2cc(NC(=O)c3ccco3)ccc21 | -10% | 10% | -5% | 7.8% |
| CCCCn1c(CCNC(=O)c2ccc(F)cc2)nc2ccccc21 | -2%[10.9 µM] | -1% | 1% | -0.1% |

(further entries)
SMILES | Peg3 imprint | p53ts 32C tox | p53ts 39C kill | IkB sig inh
CCC(CC)C(=O)Nc1cccc(-c2nc3ncccn3c2C)c1 | -8%[10.9 µM] | 0% | -8% | ?
CC(=O)C(C(C)=O)C(NC(=O)c1cccnc1)(C(F)(F)F)C(F)(F)F | 9% | 0% | 13% | -0.2%
c1ccc2c(c1)Cc1cc(CN3CCOCC3)ccc1-2 | -13% | ? | -19% | -3.0%
Cc1ccccc1CN1CCc2nc(N3CCN(c4ccccn4)CC3)ncc2C1 | -8%[10.9 µM] | -15% | -9% | 1.0%
CCC(CC)c1nn2c(=O)cc(COc3ccc(NC(=O)c4ccc(Cl)cc4)cc3)nc2s1 | -6%[10.9 µM] | -2% | -9% | 1.5%
C=CCn1c(=O)c2ccccc2n2c(SCc3nc(N)nc(Nc4ccccc4C)n3)nnc12 | -1% | -5% | 0% | 0.5%
O=S(=O)(Nc1cccc(F)c1)c1ccc2[nH]c3c(c2c1)CCCCC3 | -6%[10.9 µM] | 24% | ? | ?
CNC(=O)CN(C1CCCCC1)S(=O)(=O)c1ccc(OC)c(Cl)c1 | 3% | 5% | 6% | -0.8%
O=C(O)CC(SCc1ccc(C(=O)O)o1)C(=O)O (stereo not drawn) | / | -2% | 1% | /
COc1ccc(C(=O)n2c(-c3ccco3)nc3ccccc32)cc1 | -75%[inhibitor] | -11% | -13% | ?
COc1cccc(NC(=O)CSc2ccccn2)c1 | -14% | -13% | -11% | 9.3%
CN(C)C(=O)Cn1c(SCC(=O)NC2CCCCC2)nc2ccccc21 | 1% | 4% | 12% | 0.7%
COc1ccc(C)cc1NC(=O)C1CCN(S(=O)(=O)c2ccc3c(c2)CCCN3C(C)=O)CC1 | -7%[10.9 µM] | 5% | -29% | ?
COc1ccccc1N1CCN(Cc2cc(Br)c(O)c3ncccc23)CC1 | -25% | -18% | 16µM* | ?
O=C1c2[nH]nc(-c3ccccc3O)c2C(c2cccc(Cl)c2)N1CC1CCCO1 (stereo not drawn) | -10% | 32%[activator] | 27% | ?
CCc1nnc(NC(=O)CCC(=O)NCC2CCCO2)s1 (stereo not drawn) | -11% | -5% | 3% | -1.3%
O=C(NCc1ccccc1F)c1cccs1 | -4% | 1% | -1% | 2.7%
Cc1ccc(CC(=O)Nc2nncs2)cc1 | -4% | -4% | 0% | 0.0%
O=C(CSCc1cnn(-c2ccccc2)c1-n1cccc1)NCC1CCCO1 (stereo not drawn) | -15% | -1% | -7% | -0.7%
O=C(CSc1nnc(CNC(=O)c2c(F)cccc2Cl)o1)NCc1ccc2c(c1)OCO2 | 2% | 19% | -2% | 4.9%
Cc1ccc(Nc2nc3c(c(=O)[nH]c(=O)n3C)n2Cc2ccc(F)cc2)cc1 | / | -19% | 1% | /
CC1CCN(CC[C@H]2CCCN2S(=O)(=O)c2cccc(O)c2)CC1 | -10%&-12% | 2% | 1% | -0.1%
COC(=O)NCC(c1cccnc1)N1CCN(c2ccccc2F)CC1 (stereo not drawn) | -13% | 9% | 9% | 0.7%
Cc1c(Cl)cccc1NC(=O)Cn1nnc(-c2nc(-c3ccccc3)no2)c1N | 5%[10.9 µM] | 5% | 2% | ?
COc1ccc2c(c1)c1c(c(=O)n(Cc3ccccc3)c(=O)n1Cc1cccc(Cl)c1)n2C | ? | 4% | 8% | 0.9%

High-throughput results: PubChem, National Center for Advancing Translational Sciences (NCATS)
